Screening data as filed in PubChem BioAssay.
Eya2 inh: blocks the phosphatase activity of human Eya2 | Potency, µM (titrated, usually from 76.9 µM), for inactives: at the top dose activity, negative = inhibition, most hits filed as inhibitors | actives 0.006% (n = 330,000) | O00167 | recombinant Eya2, OMFP fluorescence dephosphorylation (OMFP is methylfluorescein phosphate); further: potency means the concentration at half of the fitted maximal effect; on the % scale 0 is the no-effect control and ±100 the full control effect
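Eya2 (0.2 uM) preincubated 10 min at ambient with compound, then OMFP substrate added at 50 uM; 10 min reaction in 50 mM HEPES pH 7.5, 50 mM NaCl, 5 uM MgCl2, 0.05% BSA, 1 mM DTT. Fluorescence read at Ex 485/Em 525 nm.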
TCR activator: T cell receptor activation; 330,000 tested, under 10 active; primary human leukocytes, anti-CD3, IL-2 HTRF, 48 h; Potency, µM (doses to about 9.22 µM), for inactives: at the top dose activation of IL-2 secretion, usual class: activators; AID 504894; further: % of control where 0% means no effect
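Activity was scored as IL-2 release from primary human leukocytes given only a TCR signal (a-CD3 beads) plus compound for 48 hr. Detection used a two-antibody HTRF format read at 665nm.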
Mito fusion yeast: blocks mitochondrial division or promotes mitochondrial fusion; S. cerevisiae fusion-defective mutant growth rescue, CellTiterGlo 48 h; Potency, µM (highest dose often 46.1 µM), for the others: top-dose growth rescue (activation), hits mostly activators; actives 0.23% (n = 320,000);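 further: potency means the concentration at half of the fitted maximal effect; % of control where 0% means no effect; nearly all actives have a fitted effect of over 45% in size; temperature-sensitive fusion mutants such as fzo1-1 at 37 °C on non-fermentable ethanol glycerol medium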
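Compounds are tested for their ability to restore growth of mitochondrial fusion-defective yeast strains at non-permissive 37C in YPEG medium over 48 hours. Viability is quantified by luciferase luminescence.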
a7 integrin act: activates integrin-mediated alleviation for muscular dystrophy | alpha7betagal myoblasts, beta-gal FDG fluorescence, 48 h | actives 0.064% (n = 350,000) | Potency, µM (doses to about 38.3 µM), for the others: at the highest dose activation, actives largely listed as activators;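 further: potency means the concentration at half of the fitted maximal effect; 100% = response of the positive control SU9516; nearly all actives have a fitted effect of over 60% in size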
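Alpha7betagal+/- myoblasts (passage 13) were plated 16-24 hr, then exposed to compounds (1:260 dilution of DMSO stock) for 48 hours at 37C. After MPER lysis, β-galactosidase reporter activity was read as FDG fluorescence (ex 480/em 540) after 30 minutes.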
PTAP TSG101 blk: blocks PTAP/TSG101 interaction to inhibit HIV-1 budding; Fluorescence polarization, FITC-PTAP peptide / Tsg101 binding; Potency, µM (highest dose often 115 µM), for inactives: at the highest dose activity change, negative = inhibition, usual class: inhibitors; 340,000 tested, under 10 active; AID 493005; active means well fitted inhibition curve with a large enough effect in the main read-out, with a control signal flat, not every such curve was filed as active; inconclusive means small, poorly fitted or top-dose-only effect, or effect the other way, or a change in a side signal; inactive means no such curve, though single readings can be large or run the other way; further: potency means the concentration at half of the fitted maximal effect; % of control where 0% means no effect
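Steps: Tsg101 binding domain dispensed (10 uM final), compounds pinned in DMSO, FITC-labeled PTAP-motif peptide added (50 nM final); after 20 min binding at room temperature, polarization measured.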
Tb PFK block: T. brucei PFK enzyme inhibition. actives 0.17% (n = 330,000). Potency, µM (titrated, usually from 57.5 µM), for inactives: at the highest dose activity, negative = inhibition, usual class: inhibitors. O15648. AID 485367. T. brucei PFK, ADP-Glo luminescence;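 further: potency means the concentration at half of the fitted maximal effect; 0% = uninhibited 1x PFK enzyme wells and -100% = no-enzyme wells; nearly all actives have a fitted effect of over 60% in size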
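Compounds were pin-transferred as a titration series up to 57 uM into substrate buffer (0.5 mM F6P, 0.1 mM ATP, pH 8.0), then 1.25 nM PFK was added and reactions ran 45 min before ADP-Glo detection.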
AT treatment: potential ataxia-telangiectasia treatments restoring KAP-1 phosphorylation | […] A-T fibroblasts, KAP-1 phosphorylation AlphaLISA; neocarzinostatin DNA damage 30 min before lysis | Potency, µM (top dose mostly 57.5 µM), inactives show at the highest dose activation, usual class: activators | actives 0.19% (n = 320,000) | AID 485349; further: potency means the concentration at half of the fitted maximal effect; % of control where 0% means no effect; nearly all actives have a fitted effect of over 45% in size
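ATM-like activity read as KAP-1 phosphorylation via AlphaLISA donor/acceptor antibody pairs after lysis and 6 hr at 25C. Cells were ATM-null patient fibroblasts ([…], hTERT), dosed 60 min, then exposed to the DSB inducer NCS for 30 min.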
BCR signal inh: inhibitors of chronic active B-cell receptor signaling | Potency, µM (top dose mostly 46.1 µM), without a hit: top-dose ratio change, negative = lower green/red ratio, usual class: inhibitors | AID 493014 | ABC-DLBCL IkBa-CBG/CBR reporter, luminescence ratio, 4 h | actives 0.05% (n = 340,000); active means well fitted inhibition curve with a large enough effect in the signal ratio, with a control signal flat, not every such curve was filed as active; inconclusive means small, poorly fitted or top-dose-only effect, or effect the other way, or a change in a side signal; the % refers to the signal ratio;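 further: potency means the concentration at half of the fitted maximal effect; plate controls were basal doxycycline-induced cells for no effect and cells given 10 µM MG132 for full effect; MG132 reads +100%, hits lower the ratio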
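Cell line TMD8 (human ABC DLBCL), stably expressing tet-inducible CBG68-IkBa fusion and CBR; IMDM/0.5% FBS; cpd up to 46 uM; dox induction, 4 h, 37C/5% CO2; dual luminescence; green/red ratio; MG132 control.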
ELG1 repair inh: inhibitors of ELG1-dependent DNA repair in HEK293T cells. Potency, µM (highest dose often 46.1 µM), inactives show at the top dose activity change, negative = inhibition, usual class: inhibitors. HEK293T ELG1-luciferase reporter, luminescence, 16 h; DNA damage induced by 5-fluorouridine. AID 504467. actives 2.3% (n = 330,000); further: potency means the concentration at half of the fitted maximal effect; on the % scale 0 is the no-effect control and ±100 the full control effect; nearly all actives have a fitted effect of over 55% in size
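Step one: seed 2,000 cells per well. Step two: pin-transfer compound or DMSO alongside 5-fluorouridine. Step three: incubate 16 hr, 37 °C, 5% CO2. Step four: add ONE-Glo, wait 30 min, read luminescence.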
TSHR antagonist: human thyrotropin receptor antagonism. P16473. activity change, negative = inhibition, % at 11.5 µM. AID 504810. actives 0.2% (n = 330,000). TSHR-expressing cells, TSH-stimulated cAMP HTRF, 2 h; hits give low values;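 active means activity change below a set negative limit, meaning inhibition stronger than a set level, cut at about -70% in these data; inconclusive means activity change between two set negative limits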; further: on the % scale 0 is the no-effect control and ±100 the full control effect
Target sequence (P16473 whole entry, looked up): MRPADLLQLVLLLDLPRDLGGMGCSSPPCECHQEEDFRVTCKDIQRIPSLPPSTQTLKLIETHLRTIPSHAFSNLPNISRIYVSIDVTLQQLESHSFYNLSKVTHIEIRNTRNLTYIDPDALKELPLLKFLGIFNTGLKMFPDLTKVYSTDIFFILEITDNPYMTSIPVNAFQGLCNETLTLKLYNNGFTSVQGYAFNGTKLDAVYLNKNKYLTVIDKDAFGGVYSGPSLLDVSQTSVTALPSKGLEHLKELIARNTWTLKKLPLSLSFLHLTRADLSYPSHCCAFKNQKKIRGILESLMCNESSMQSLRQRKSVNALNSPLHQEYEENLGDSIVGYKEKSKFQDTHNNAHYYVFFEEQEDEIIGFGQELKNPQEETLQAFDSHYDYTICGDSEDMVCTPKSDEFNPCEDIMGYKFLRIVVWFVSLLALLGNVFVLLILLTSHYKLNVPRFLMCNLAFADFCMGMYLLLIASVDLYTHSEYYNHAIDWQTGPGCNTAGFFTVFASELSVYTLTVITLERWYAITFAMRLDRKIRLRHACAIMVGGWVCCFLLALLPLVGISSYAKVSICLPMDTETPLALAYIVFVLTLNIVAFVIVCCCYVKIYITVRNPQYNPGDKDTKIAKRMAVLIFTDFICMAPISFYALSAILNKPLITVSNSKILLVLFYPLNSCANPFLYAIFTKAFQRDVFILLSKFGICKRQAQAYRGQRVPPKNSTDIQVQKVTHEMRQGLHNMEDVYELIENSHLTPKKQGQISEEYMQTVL
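Read-out is FRET at 665 nm (cryptate excitation 337 nm) from a cryptate-tagged anti-cAMP antibody, competed by cell cAMP against cAMP-d2. Compounds are tested on freshly harvested TSHR cells challenged with 4nM TSH (EC80) for 2 hours at 37 deg C.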
S-ASM inh: inhibitors of human secretory acid sphingomyelinase; actives 0.006% (n = 340,000); P17405; Potency, µM (highest dose often 57.5 µM), for the others: at the highest dose activity change, negative = inhibition, most hits filed as inhibitors; AID 504937; placental ASM, HMU-PC fluorogenic substrate, 60 min; further: potency means the concentration at half of the fitted maximal effect
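Fluorogenic HMU-PC substrate (9 uM final) is turned over by placental ASM in 60 min at 37 C after a 10 min compound preincubation. Reaction ended by alkaline stop (pH 10), with fluorescence read at 386/447 nm.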
Active calls of the source: *; ? = inconclusive; / = no result given; [ ] = another dose, or the depositor's remark. Unless noted, the call rests on the fitted dose curve; in most records, active means well fitted curve in the direction sought with a large enough effect; inconclusive means small, poorly fitted or top-dose-only effect, or another doubt; inactive means no such curve, though single readings can be large; an effect the other way counts as inactive or inconclusive.

canonical_smiles	Mito fusion yeast	S-ASM inh	TSHR antagonist	BCR signal inh	Eya2 inh	AT treatment	Tb PFK block	TCR activator	PTAP TSG101 blk	a7 integrin act	ELG1 repair inh
O=S(=O)(Nc1ccc(S(=O)(=O)Nc2cccc3ccccc23)cc1)c1ccccc1	2%	-16%	4	?	6%	0%	1%	11%	-6%	-5%	-3%
CN(Cc1ccccn1)C(=O)C1CCC(=O)N(CCc2ccc(Cl)cc2)C1 (centres undefined)	23%	3%	4	2%	0%	4%	0%	-1%	1%	?	6%
O=C(Nc1ccc(SC(F)F)cc1)c1ccc2c(=O)n3c(nc2c1)CCC3	-1%	-6%	?	9%	7%	8%	-1%	12%	0%	-24%	?
O=Cc1ccc2ccc3cccnc3c2n1	-18%	2%	-6	?	0%	3%	-4%	-7%	-2%	-49%[inhibitor]	-4%
CC(C)NC(=O)N1CCC(n2nccc2NC(=O)CCOc2ccccc2)CC1	1%	7%	1	0%	10%	3%	-5%	5%	2%	-45%[inhibitor]	4%
Cc1ccc(CNC(=O)CN2C(=O)NC(C)(c3cccc(Br)c3)C2=O)cc1 (centres undefined)	1%	2%	16	?	-25%	-3%	-2%	-4%	-4%	-4%	-6%
O=C(NC(=S)Nc1cccc(C(F)(F)F)c1)c1csnn1	-2%	-2%	-12	7%	-20%	-6%	2%	0%	0%	-22%	-11%
Cn1c2ccccc2c2nnc(NN)nc21	3%	-9%	4	?	4%	9%	-8%	-229%	0%	-15%	16%
COc1ccc(CCNC(=O)c2cc(-c3ccccc3)on2)cc1OC	0%	-4%	-10	?	-27%	8%	-5%	-3%	0%	9%	9%
Cc1ccc(NC(=O)CCC(=O)Nc2ccc(C)cc2)cc1	-4%	0%	3	4%	0%	-2%	0%	7%	-2%	1%	-4%

6 entries picked at random from those above:
canonical_smiles	Mito fusion yeast	S-ASM inh	TSHR antagonist	BCR signal inh	Eya2 inh	AT treatment	Tb PFK block	TCR activator	PTAP TSG101 blk	a7 integrin act	ELG1 repair inh
COc1ccc(CCNC(=O)c2cc(-c3ccccc3)on2)cc1OC	0%	-4%	-10	?	-27%	8%	-5%	-3%	0%	9%	9%
Cc1ccc(CNC(=O)CN2C(=O)NC(C)(c3cccc(Br)c3)C2=O)cc1 (centres undefined)	1%	2%	16	?	-25%	-3%	-2%	-4%	-4%	-4%	-6%
O=S(=O)(Nc1ccc(S(=O)(=O)Nc2cccc3ccccc23)cc1)c1ccccc1	2%	-16%	4	?	6%	0%	1%	11%	-6%	-5%	-3%
O=Cc1ccc2ccc3cccnc3c2n1	-18%	2%	-6	?	0%	3%	-4%	-7%	-2%	-49%[inhibitor]	-4%
Cn1c2ccccc2c2nnc(NN)nc21	3%	-9%	4	?	4%	9%	-8%	-229%	0%	-15%	16%
CN(Cc1ccccn1)C(=O)C1CCC(=O)N(CCc2ccc(Cl)cc2)C1 (centres undefined)	23%	3%	4	2%	0%	4%	0%	-1%	1%	?	6%

Next results:
canonical_smiles	Mito fusion yeast	S-ASM inh	TSHR antagonist	BCR signal inh	Eya2 inh	AT treatment	Tb PFK block	TCR activator	PTAP TSG101 blk	a7 integrin act	ELG1 repair inh
O=C(CN1C(=O)NC2(CCCc3ccccc32)C1=O)NCCc1ccc(F)cc1 (centres undefined)	/	5%	16	5%	-10%	14%	2%	2%[46.1 µM]	-7%	6%	-12%
CCC(C)n1cnc2c(c1=O)c1nc3ccccc3nc1n2Cc1ccc(OC)cc1 (centres undefined)	3%	143%[activator]	12	?	-7%	-3%	-3%	-10%	-3%	20%	?
COCCOc1cc(NC(=O)c2ccccc2)c(Cl)cc1Cl	-7%	-4%	-1	-5%	3%	2%	-2%	7%	-1%	27%	-16%
CC(C)(C)C(=O)N1CCN(C(=O)c2ccco2)CC1	-4%	13%	4	-3%	20%	-3%	2%	-6%	-3%	-8%	15%
NC(=O)c1cccnc1Oc1cccc(Cl)c1	0%	3%	14	-11%	23%	-5%	-6%	/	-2%	-7%	22%
CC(=O)c1cccc(NC(=O)c2ccc3c(c2)C(=O)N(Cc2cccnc2)C3=O)c1	-1%	-3%	-15	12%	-5%	27%	-2%	4%	-3%	-22%	?
COc1cccc(CC(CC(=O)O)C(=O)Nc2cc(C)ccc2C)c1 (centres undefined)	3%	4%	-5	3%	-3%	4%	-2%	-5%	-1%	7%	3%
O=C(CN(c1ccc(F)cc1)S(=O)(=O)c1ccccc1)NCCSC1CCCCC1	30%	-4%	-18	2%	-8%	9%	0%	-5%[46.1 µM]	-1%	-8%	?
CN(C)S(=O)(=O)c1ccc(C(=O)OC2CCOC2=O)cc1 (centres undefined)	8%	3%	15	0%	12%	-9%	-9%	0%	1%	-16%	19%
NC(=O)CSc1nnc(-c2cccnc2)n1Cc1ccccc1	-2%	7%	5	6%	7%	-3%	-2%	-1%[46.1 µM]	-2%	-9%	15%
O=C(CSC1=NS(=O)(=O)c2cc(Cl)ccc2N1)Nc1cccc(F)c1	-3%	/	-3	?	7%	6%	?	0%	-1%	0%	1%
O=S(=O)(c1ccccc1)N1CCN(S(=O)(=O)N2CCCCCC2)CC1	-5%	-2%	-15	1%	5%	2%	2%	3%	0%	18%	-4%
CSc1ccccc1OCc1cc(C(=O)N(C)CC2COCCO2)no1 (centres undefined)	3%	7%	-1	-3%	6%	-3%	-4%	-1%	/	15%	?
CC(=O)Nc1nnc(C2=COCCO2)o1	-9%	4%	1	7%	9%	4%	1%	1%	-3%	-5%	2%
COc1cc(OC)cc(C(=O)Nc2ccc(S(=O)(=O)Nc3cc(C)on3)cc2)c1	-7%	-2%	-4	3%	8%	10%	6%	-7%[46.1 µM]	0%	13%	25%
CC(C)(C)OC(=O)N1CCC(Cc2cc(-c3ccccc3)no2)(C(=O)O)CC1	2%	-2%	23	7%	7%	-11%	1%	-4%	0%	1%	?
COc1ccc(CC(=O)NC(=S)Nc2ccc(S(N)(=O)=O)cc2)cc1	-4%	1%	-1	-6%	-16%	-4%	1%	4%[46.1 µM]	-12%	6%	-4%
O=C(Cn1cnc2cc([N+](=O)[O-])ccc2c1=O)Nc1ccc2c(c1)CCC2	1%	3%	-4	?	5%	6%	3%	-22%	-1%	21%	-4%
CCCc1nc(SCC(=O)NC2CCCC2)c2ccccc2n1	2%	3%[11.5 µM]	-10	?	4%	-1%	3%	-11%	-2%	-39%	-2%
CC(=O)Nc1ccc(S(=O)(=O)NC2(C(F)(F)F)NC(=O)N(C3CCCC3)C2=O)cc1 (centres undefined)	-4%	4%	-5	2%	-20%	-2%	1%	-2%	-7%	24%[7.66 µM]	3%
CCOC(=O)CC(NC(=O)c1ccc(C)cc1)c1ccc(OC)cc1 (centres undefined)	4%	-3%	-3	-8%	13%	5%	-2%	1%	1%	?	-7%
Cc1ccccc1-c1nc(S(=O)(=O)c2ccccc2)c(N2CCCC2)o1	/	0%	/	1%	8%	9%	5%	-1%	0%	-5%	0%
CCOc1ccccc1CNC(=O)C1CCN(C(=O)N2CC(C)Oc3ccc(C)cc32)CC1 (centres undefined)	2%	0%	-2	9%	4%	0%	5%	-2%	-1%	10%	?
CC1=C(C(=O)OCc2ccccc2)C(c2cccs2)N2C(=O)CCSC2=N1 (centres undefined)	0%	-4%	-16	?	10%	8%	0%	/	-4%	21%	-7%
Cc1nc2ccccc2c(=O)n1NC(=O)C1CCCCC1	-1%	0%	0	7%	6%	2%	-7%	/	-1%	-7%	-1%
